CRFBP-R2 block = CRF-BP/CRF-R2 complex antagonism. HEK293 CRF-R2/CRF-BP, CRF-induced calcium fluorescence. inhibition, % at 11.8 µM. 350,000 compounds, 0.59% hits;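 active means inhibition of the ligand-induced calcium signal above about 50% at the single tested concentration, limit read from the data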
M4 antag = CHRM4 antagonism in calcium assay; P08173; CHO-hM4 cells, ACh EC80, Fluo-8 calcium fluorescence; inhibition, % at 3 µM; 360,000 compounds, 0.73% hits;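 active means inhibition above its plate's cutoff, the mean inhibition of sample wells plus 3 SD, cut at about 27% in these data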;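 further: 0% = acetylcholine EC80 with DMSO and 100% = DMSO without agonist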
Target sequence (P08173 whole entry, looked up): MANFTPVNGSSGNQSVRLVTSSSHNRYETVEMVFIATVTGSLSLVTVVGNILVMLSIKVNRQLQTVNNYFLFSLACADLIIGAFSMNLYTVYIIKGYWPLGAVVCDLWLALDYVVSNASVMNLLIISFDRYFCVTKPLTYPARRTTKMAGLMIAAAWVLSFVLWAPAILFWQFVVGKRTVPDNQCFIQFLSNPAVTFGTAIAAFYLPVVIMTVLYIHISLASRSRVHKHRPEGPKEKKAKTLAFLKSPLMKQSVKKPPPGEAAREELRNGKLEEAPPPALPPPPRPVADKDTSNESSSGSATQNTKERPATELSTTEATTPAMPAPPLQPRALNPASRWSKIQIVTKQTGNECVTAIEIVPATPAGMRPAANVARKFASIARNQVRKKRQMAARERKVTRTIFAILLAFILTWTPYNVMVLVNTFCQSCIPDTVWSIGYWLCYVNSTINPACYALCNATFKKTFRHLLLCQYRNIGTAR
M5 antag = CHRM5 antagonism in calcium assay; 360,000 compounds, 0.59% hits; AID 624040; inhibition, % at 3 µM; CHO-hM5 cells, Fluo-8 calcium fluorescence, ACh EC80;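 active means inhibition above a per-plate cutoff, the mean of that plate's test compounds plus 3 SD, cut at about 27% in these data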;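 further: 0% = acetylcholine EC80 with DMSO and 100% = DMSO without agonist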
Target sequence (P08912 whole entry, looked up): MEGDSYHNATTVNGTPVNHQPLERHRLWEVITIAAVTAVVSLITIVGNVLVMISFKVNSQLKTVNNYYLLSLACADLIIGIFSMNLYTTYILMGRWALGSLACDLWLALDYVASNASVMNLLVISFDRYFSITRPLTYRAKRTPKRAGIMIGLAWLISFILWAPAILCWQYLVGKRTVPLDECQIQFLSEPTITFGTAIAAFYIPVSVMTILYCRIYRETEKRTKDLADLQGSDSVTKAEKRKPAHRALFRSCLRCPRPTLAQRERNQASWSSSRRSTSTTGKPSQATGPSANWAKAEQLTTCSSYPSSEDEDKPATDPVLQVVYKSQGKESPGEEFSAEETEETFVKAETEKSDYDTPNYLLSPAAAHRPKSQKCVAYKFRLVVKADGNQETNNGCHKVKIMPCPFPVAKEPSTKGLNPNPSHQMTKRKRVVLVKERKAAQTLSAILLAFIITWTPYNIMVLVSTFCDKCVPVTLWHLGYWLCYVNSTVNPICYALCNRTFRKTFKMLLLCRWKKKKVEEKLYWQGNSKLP
CRFBP-R2 agonist = agonists of human CRF-binding protein/CRF-R2 receptor complex | HEK293 CRF-R2/CRF-BP, calcium dye fluorescence (FLIPR); percent of saturating CRF peptide response | 350,000 compounds, 0.46% hits | activation, % at 13.2 µM;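 active means activation of at least 50%, plus an integration ratio under a set limit after plate pattern correction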;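 further: plate controls were neutral control wells without compound for no effect and CRF at EC100 for full effect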
CHRM4 PAM = CHRM4 positive allosteric modulation. P08173. CHO-K1 hM4/Gqi5, Fluo-8 calcium fluorescence, ACh EC20; 0% = ACh EC20, 100% = maximal ACh. activation, % at 3 µM. 360,000 compounds, 0.4% hits;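 active means activation above its plate's cutoff, the mean activation of sample wells plus 3 SD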; further: some results filed as inactive read as strong as hits
CHRM5 PAM = positive allosteric modulators of human muscarinic M5 receptor | P08912 | AID 624038 | activation, % at 3 µM | 360,000 compounds, 0.3% hits | CHO-K1 hM5, Fluo-8 calcium, ACh EC20 PAM; 0% = ACh EC20, 100% = ACh EC100;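 active means activation above the run cutoff, the mean activation of all test compounds plus 3 SD, cut at about 18% in these data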
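system = human M5 receptor in CHO-K1 cells | compound = one concentration, 3 µM final (nominal) | schedule = Post-acetylcholine fluorescence recording 140 s | signal = Fluo-8 calcium dye fluorescence, kinetic read | benchmarks = low control EC20 acetylcholine (0%), high control EC100 acetylcholine (100%) | repeats = singlicate, one well per test compound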
M4 ag = agonists of human muscarinic M4 receptor (CHRM4) | CHO-K1 hM4/Gqi5, Fluo-8 calcium fluorescence; vehicle 0%, full acetylcholine response 100% | activation, % at 3 µM | 360,000 compounds, 0.14% hits | P08173;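 active means activation above the run mean over all test wells plus 3 SD, cut at about 32% in these data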;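 further: peak over basal fluorescence ratio per well then scaled between controls; 0% = DMSO wells and 100% = acetylcholine at EC100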
M1 PAM = potentiates human M1 receptor response to acetylcholine; CHO-K1 hM1, Fluo-8 calcium fluorescence, ACh EC20; 0% = ACh EC20, 100% = maximal ACh; activation, % at 3 µM; 360,000 compounds, 0.088% hits; in the data active means activation above about 19%, passing the limit was not always enough
M5 ag = CHRM5 agonism in calcium assay; P08912; CHO-K1 hM5 cells, Fluo-8 calcium fluorescence; 0% DMSO wells, 100% maximal acetylcholine response; activation, % at 3 µM; 360,000 compounds, 0.19% hits;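 active means activation above the run's mean over test compounds plus 3 SD, cut at about 23% in these data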;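 further: signal is peak over basal fluorescence ratio across the kinetic read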
Numbers without * were called inactive; . = no result given.

Every second line gives: CHRM5 PAM | M5 antag | M5 ag | CRFBP-R2 block | M1 PAM | CHRM4 PAM | M4 antag | CRFBP-R2 agonist | M4 ag
CC(=O)c1cccc(NC(=O)C(C)OC(=O)CCn2c(C)csc2=O)c1 (stereo not drawn)
→ -7 | 3 | 6 | -9 | 4 | 9 | -14 | -1.0 | 2
O=c1c2ccccc2nnn1-c1ccccc1
→ -4 | 6 | -3 | 16 | 6 | 8 | 0 | 0.7 | 0
COc1ccc(N2CCN(c3ccc(N4C(=O)CC(C)C4=O)cc3[N+](=O)[O-])CC2)cc1 (stereo not drawn)
→ -15 | 16 | 8 | -5 | -3 | -17 | 11 | 4.5 | 14
CSCCC(NC(=O)c1ccco1)C(=O)NCc1ccc2c(c1)OCO2 (stereo not drawn)
→ -6 | 5 | 2 | -8 | 5 | -2 | -8 | -1.4 | 5
O=C(Cc1csc(Nc2nc(=S)[nH]c3ccccc23)n1)NCCCN1CCN(c2ccccc2F)CC1
→ -28 | 17 | -14 | -16 | -8 | -24 | 9 | -0.2 | 12
CC1CCN(S(=O)(=O)c2cccc(-c3csc(-c4cccnc4)n3)c2)CC1
→ -4 | 2 | -4 | -36 | 0 | -2 | -19 | 0.1 | 1
CCCc1cc(=O)oc2cc(C)cc(OC(C)C(=O)NCc3cccnc3)c12 (stereo not drawn)
→ 1 | 0 | -1 | 0 | 8 | 3 | 2 | -0.2 | 0
O=C(Cn1cnc2sc3c(c2c1=O)CCCC3)NCC(=O)Nc1c(F)cccc1F
→ 3 | -5 | -4 | -4 | 5 | 3 | -7 | -0.1 | 2
O=C(OCc1ccccc1)N1CCC2CC1c1cc(Cl)ccc12 (stereo not drawn)
→ -3 | -7 | -1 | 6 | -1 | 3 | -13 | 8.2 | 0
COC(=O)c1cccc(C(=O)N2CCCC(C(=O)c3ccccc3OC)C2)c1 (stereo not drawn)
→ -7 | 10 | -1 | 4 | 3 | 0 | 2 | -0.6 | 2
O=C(NCc1cccnc1)c1ccccc1[N+](=O)[O-]
→ 3 | -2 | -3 | 8 | 2 | 12 | -2 | 1.5 | 1
CCOc1nc(SCCOc2ccc(Cl)cc2Cl)nc(N(C)C)n1
→ -2 | -4 | -1 | -14 | 1 | 3 | -10 | 0.3 | -2
Cc1ccc(S(=O)(=O)NN=C(c2ccccc2)c2cccs2)cc1
→ -7 | 2 | -2 | 32 | 4 | 5 | -4 | -6.5 | -2
CCN(CC)S(=O)(=O)c1cccc(C(=O)N2CC(O)CC2C(=O)O)c1 (stereo not drawn)
→ 0 | -1 | -2 | 2 | 9 | 4 | -7 | 1.4 | 1
COc1cc(C(=O)N2CCC2(C)C(=O)O)cc(OC)c1OC (stereo not drawn)
→ -5 | 0 | 2 | . | 11 | 0 | -13 | . | 1
CCOC(=O)C(C(=O)OCC)[C@@H]1CS(=O)(=O)C[C@H]1C(C(=O)OCC)C(=O)OCC
→ 1 | -1 | -3 | -7 | 1 | 1 | 10 | 0.5 | 1
COc1ccc(-n2cnnc2SCC(=O)Nc2cc(C(C)(C)C)nn2-c2ccccc2)cc1
→ -1 | 10 | -3 | -25 | 6 | 11 | -6 | -1.1 | 1
C=CCNc1nc(C(=O)OCC(=O)NCc2ccccc2OC)cs1
→ 1 | 2 | -1 | 2 | 10 | 15 | 0 | -0.8 | 2
Cc1ccnc(NC(c2cccnc2)c2ccc3cccnc3c2O)c1 (stereo not drawn)
→ 0 | 4 | -1 | -37 | 11 | 0 | -1 | -0.6 | 1
CCC(C)Nc1nc(-c2ccc3c(c2)NC(=O)CO3)cs1 (stereo not drawn)
→ 0 | -7 | 0 | 17 | 0 | 9 | -2 | 8.9 | 0
COc1ccc(/C=N/NC(=O)COc2cc(C)cc(C)c2)cc1COC(C)=O
→ -5 | 7 | 1 | 9 | 18 | 16 | 4 | 0.2 | 1
COc1ccc(C(=N/O)/C(=N/O)c2ccc(OC)cc2)cc1
→ 1 | -5 | 4 | 8 | 1 | -2 | -4 | 0.0 | 4
CC1(C)Cc2c(C#N)c(N)sc(=S)c2CO1
→ -7 | 11 | -1 | -17 | 8 | 7 | -3 | 2.4 | 1
Cc1nnc(N/N=C/c2ccccc2C(F)(F)F)n1N
→ 17 | 0 | 6 | 23 | 17 | -1 | 6 | -0.4 | 0
Cc1ccc(NC(=S)NC(=O)c2ccc(F)cc2)cc1S(=O)(=O)Nc1cccc(Cl)c1
→ 4 | 7 | -1 | -21 | 6 | 4 | -2 | 9.1 | 1
CN(C)CCNc1cnn(-c2ccccc2)c(=O)c1Cl
→ 5 | -3 | -6 | -2 | 10 | -6 | -10 | -0.7 | 0
CC(=O)Cc1nsc(Nc2ccc(C)cc2)n1
→ -3 | 12 | -6 | 14 | 2 | 5 | -19 | -2.6 | 1
O=C(Nc1c(Cl)cccc1Cl)c1cc(=O)n(Cc2ccccc2)c(=O)[nH]1
→ 1 | -3 | 1 | 5 | 7 | 1 | 1 | -1.4 | 0
COc1cccc(CC2(CO)CCCN(Cc3cn[nH]c3-c3ccc(F)cc3)C2)c1 (stereo not drawn)
→ -1 | 10 | -3 | -37 | 7 | 9 | -6 | -0.1 | 7
Cc1ccc(S(=O)(=O)Nc2ccc(-n3cnnn3)cc2)c(C)c1
→ -10 | 2 | 4 | 6 | 5 | 4 | -5 | 0.2 | 5

Reprinted from the part before: two compounds, followed by the next part.
Every second line gives: CHRM5 PAM | M5 antag | M5 ag | CRFBP-R2 block | M1 PAM | CHRM4 PAM | M4 antag | CRFBP-R2 agonist | M4 ag
COc1cccc(CC2(CO)CCCN(Cc3cn[nH]c3-c3ccc(F)cc3)C2)c1 (stereo not drawn)
→ -1 | 10 | -3 | -37 | 7 | 9 | -6 | -0.1 | 7
Cc1ccc(S(=O)(=O)Nc2ccc(-n3cnnn3)cc2)c(C)c1
→ -10 | 2 | 4 | 6 | 5 | 4 | -5 | 0.2 | 5
COC(=O)[C@@]1(Sc2ccc(C)cc2)CC(=O)N(c2ccccc2)[C@@H]1c1ccccc1
→ -22 | 30* | -2 | . | . | -13 | 40* | . | 18
COc1ccc(S(=O)(=O)N2CCn3c2nc2ccccc23)cc1
→ 0 | -4 | -5 | -5 | -1 | -7 | -10 | -0.8 | 1
Cc1ccc(-n2nc(C)c3c(C)c(CCC(=O)NCc4ccco4)c(C)nc32)cc1
→ -4 | -2 | 1 | 4 | 17 | 8 | -18 | 0.5 | 0
CCOC(=O)c1c(-c2ccc(OC)cc2)csc1NC(=O)CCN1CCOCC1
→ -2 | 10 | -10 | 1 | 3 | -7 | -5 | -1.5 | 10
CC(C)c1ccc(NC(=O)NC2CCN(CC(=O)Nc3cccc4ccccc34)CC2)cc1
→ 7 | -1 | 1 | -19 | 5 | 9 | 13 | -0.3 | 0
O=C(O)Cc1ccc(O)c(O)c1
→ 0 | -5 | 0 | -5 | 3 | -2 | -10 | 1.8 | 0
CCOc1ccc(OCC(=O)Nc2ccc(OC)cc2)cc1
→ -3 | 7 | -2 | 5 | -5 | 1 | 4 | 1.0 | 1
CC(=O)C1C(c2ccc([N+](=O)[O-])cc2)C2C(C)=NN=C2CC1(C)O (stereo not drawn)
→ 5 | 5 | -4 | 1 | 12 | 18 | -13 | -0.1 | 1
CCOc1ccc(-c2noc(-c3csc([C@@H]4C[C@H](O)[C@@H](CO)O4)n3)n2)cc1
→ -4 | -1 | -1 | . | 7 | -2 | -18 | . | 4
Cn1cc([C@@H]2C[C@H]3CN(C4CCCC4)C(=O)[C@]34CCCN24)c(-c2ccccc2)n1
→ 4 | -10 | 1 | 16 | 6 | 0 | -2 | 0.9 | 1
CC(NC(=O)c1ccccc1Cl)C(=O)OCc1cn2cc(Cl)ccc2n1 (stereo not drawn)
→ 3 | 10 | -6 | -1 | 0 | 0 | 2 | 0.7 | 1
COc1ccc(C2C(C#N)=C(N)OC3=C2C(=O)CC(C)C3)c(OC)c1OC (stereo not drawn)
→ -1 | 1 | 1 | 1 | 6 | 7 | 13 | 0.7 | 0
C/C(=N\NC(=O)c1nnn(-c2nonc2N)c1-c1cccs1)c1ccncc1
→ -3 | -1 | 7 | -20 | 5 | 1 | 2 | -0.1 | 8
COc1ccc(CCNC(=O)CN2CCN(c3cccc(Cl)c3)CC2)cc1OC
→ 0 | -6 | -9 | 3 | 8 | -3 | 6 | 0.6 | 3
COc1ccc(CNC(=O)CN(C(=O)CCC(=O)Nc2nccs2)c2cccc(C)c2)cc1
→ 5 | -12 | -1 | -5 | 11 | 1 | -7 | -1.1 | -1
CCN1C(=O)[C@@H]2[C@@H](c3ccc(-c4ccc(Cl)c(Cl)c4)cc3)N3CCC[C@@]3(C(=O)OC)[C@@H]2C1=O
→ 0 | 17 | -3 | -17 | 0 | 4 | 2 | 4.7 | 7
O=C1c2ccccc2C(=O)N1CCc1csc(-c2ccccc2)n1
→ -5 | 5 | -1 | 2 | 7 | 11 | 14 | -0.3 | 4
O=C(NC1CCCC1)c1ccc(S(=O)(=O)N2CCOCC2)cc1
→ -2 | 5 | -7 | 14 | 10 | 8 | 2 | 1.1 | 0

Eleven compounds from above, sorted by SMILES length, ascending:
Every second line gives: CHRM5 PAM | M5 antag | M5 ag | CRFBP-R2 block | M1 PAM | CHRM4 PAM | M4 antag | CRFBP-R2 agonist | M4 ag
O=C(O)Cc1ccc(O)c(O)c1
→ 0 | -5 | 0 | -5 | 3 | -2 | -10 | 1.8 | 0
CC(=O)Cc1nsc(Nc2ccc(C)cc2)n1
→ -3 | 12 | -6 | 14 | 2 | 5 | -19 | -2.6 | 1
Cc1nnc(N/N=C/c2ccccc2C(F)(F)F)n1N
→ 17 | 0 | 6 | 23 | 17 | -1 | 6 | -0.4 | 0
Cc1ccnc(NC(c2cccnc2)c2ccc3cccnc3c2O)c1 (stereo not drawn)
→ 0 | 4 | -1 | -37 | 11 | 0 | -1 | -0.6 | 1
Cc1ccc(S(=O)(=O)NN=C(c2ccccc2)c2cccs2)cc1
→ -7 | 2 | -2 | 32 | 4 | 5 | -4 | -6.5 | -2
COc1ccc(/C=N/NC(=O)COc2cc(C)cc(C)c2)cc1COC(C)=O
→ -5 | 7 | 1 | 9 | 18 | 16 | 4 | 0.2 | 1
Cc1ccc(-n2nc(C)c3c(C)c(CCC(=O)NCc4ccco4)c(C)nc32)cc1
→ -4 | -2 | 1 | 4 | 17 | 8 | -18 | 0.5 | 0
COc1ccc(CNC(=O)CN(C(=O)CCC(=O)Nc2nccs2)c2cccc(C)c2)cc1
→ 5 | -12 | -1 | -5 | 11 | 1 | -7 | -1.1 | -1
Cc1ccc(NC(=S)NC(=O)c2ccc(F)cc2)cc1S(=O)(=O)Nc1cccc(Cl)c1
→ 4 | 7 | -1 | -21 | 6 | 4 | -2 | 9.1 | 1
O=C(Cc1csc(Nc2nc(=S)[nH]c3ccccc23)n1)NCCCN1CCN(c2ccccc2F)CC1
→ -28 | 17 | -14 | -16 | -8 | -24 | 9 | -0.2 | 12
CCN1C(=O)[C@@H]2[C@@H](c3ccc(-c4ccc(Cl)c(Cl)c4)cc3)N3CCC[C@@]3(C(=O)OC)[C@@H]2C1=O
→ 0 | 17 | -3 | -17 | 0 | 4 | 2 | 4.7 | 7

High-throughput results (PubChem BioAssay)
